Source: PubChem BioAssay (several laboratories)
HSF1 inh: HSF1 inhibition | NIH3T3-HGL HSE-luciferase, MG132-induced, luminescence 8 h; active compounds read low | activity change, negative = inhibition, % at 7.5 µM (by protocol) | 300,000 tested, 0.77% active;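 active = more than half of replicate wells show activity change below -50%, luminescence cut by over half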;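 note: luciferase reports HSF-1 transcriptional activity via heat shock element; 0% = median of DMSO wells and -100% = zero luminescence signal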
KLF5 inh: suppresses KLF5 promoter-driven expression. DLD-1 KLF5 promoter-luciferase reporter, luminescence. inhibition, % at 5 µM. 290,000 tested, 0.23% active. AID 1700;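 active = inhibition above a per-plate limit of that plate's mean compound inhibition plus 3 SD, cut at about 60% in these data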;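 note: 0% = DMSO wells and 100% = LY294002 at 200 µM; higher means less KLF5 promoter-driven luciferase light; inactives centre near -14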
aSyn 5UTR inh: 5' untranslated region of α-synuclein, MLPCN primary screen; alpha-synuclein 5'UTR reporter, inhibitor activity; inhibition, % (tested at 7.5 µM); 300,000 tested, 0.82% active; AID 1813; in the data active = inhibition above about 60%;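 note: H4 neuroglioblastoma cells stably carrying SNCA 5'UTR luciferase fusion; 0% = DMSO wells and 100% = positive control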
HIF act: HIF pathway transcriptional activation; U2OS HRE-luciferase reporter, luminescence; normalized: DMSO 0%, desferrioxamine 100%; activation, % at 7.5 µM (by protocol); 300,000 tested, 0.32% active; AID 1910;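 active = mean activation of at least 10% of the iron chelator positive control signal, with at least half of replicates also reaching 10%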
GSK3 alpha inh: blocks human GSK-3 alpha kinase; ADP-Glo luminescence, 60 min; inhibition, % at 10 µM; 320,000 tested, 0.1% active;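 in the data active = inhibition above about 50%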;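 note: GST-tagged GSK-3 alpha with peptide substrate and 25 µM ATP; 0% = DMSO neutral wells and 100% = GW8510 positive control wells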
Target sequence (P49840 whole entry, looked up): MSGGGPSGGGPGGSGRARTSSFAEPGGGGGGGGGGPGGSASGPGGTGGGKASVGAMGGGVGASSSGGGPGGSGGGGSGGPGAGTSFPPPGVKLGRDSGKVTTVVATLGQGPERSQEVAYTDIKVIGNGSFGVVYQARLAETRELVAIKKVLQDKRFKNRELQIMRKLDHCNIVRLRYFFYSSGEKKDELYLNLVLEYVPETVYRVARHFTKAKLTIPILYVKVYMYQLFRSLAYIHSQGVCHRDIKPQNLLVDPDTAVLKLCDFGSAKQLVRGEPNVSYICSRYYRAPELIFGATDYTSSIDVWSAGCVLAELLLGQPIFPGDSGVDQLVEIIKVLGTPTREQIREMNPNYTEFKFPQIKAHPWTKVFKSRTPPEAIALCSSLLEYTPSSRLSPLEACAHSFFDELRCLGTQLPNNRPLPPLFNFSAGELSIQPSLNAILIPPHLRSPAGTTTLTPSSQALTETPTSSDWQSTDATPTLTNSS
HSP90 inh: inhibitors of HSP90 luciferase refolding in rabbit reticulocyte lysate; inhibition, % at 5.6 µM; 290,000 tested, 0.91% active; luciferase refolding luminescence, 3 h;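 active = inhibition above the screen-wide mean plus 3 SD, computed separately per campaign, cut at about 16% in these data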;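 note: 0% = DMSO wells and 100% = 60 µM geldanamycin wells; inhibitors lower the luminescence because luciferase stays unfolded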
GSK3beta inhib: inhibitors of human GSK3beta kinase; P49841; GST-GSK3beta kinase, ADP-Glo luminescence, 60 min; active compounds read low; 300,000 tested, 0.038% active; activity score (negative = inhibition), % at 10 µM;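 active = more than half of replicate wells score below -50%, meaning over 50% inhibition versus plate controls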;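 note: 0% = median DMSO wells and -100% = median GW8510 positive control wells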
Target sequence (P49841 whole entry, looked up): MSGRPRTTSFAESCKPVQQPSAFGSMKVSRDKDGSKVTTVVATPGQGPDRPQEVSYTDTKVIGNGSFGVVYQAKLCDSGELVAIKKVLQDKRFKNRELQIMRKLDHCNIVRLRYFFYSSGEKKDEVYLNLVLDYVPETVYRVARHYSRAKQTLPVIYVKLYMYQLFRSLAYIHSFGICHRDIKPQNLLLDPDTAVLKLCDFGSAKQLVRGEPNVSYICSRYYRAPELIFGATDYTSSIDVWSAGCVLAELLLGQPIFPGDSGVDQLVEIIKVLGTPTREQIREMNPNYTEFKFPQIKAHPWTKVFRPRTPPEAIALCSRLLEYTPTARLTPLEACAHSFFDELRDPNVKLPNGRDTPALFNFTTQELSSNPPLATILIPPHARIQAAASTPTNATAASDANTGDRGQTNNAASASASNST
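Test system: GST-tagged human GSK3beta kinase, cell-free; evaluation: activity score scaled between in-plate DMSO and GW8510 controls; measured by: ADP-Glo luminescence; incubation: 60 min reaction, RT; benchmarks: DMSO and 20 µM GW8510; reagent: peptide substrate plus 25 µM ATP (final); medium: Tris/MgCl2 kinase buffer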
IEC-6 cytotox: counter-screen for KLF5 inhibitors: cytotoxicity in IEC-6 cells. IEC-6 cytotoxicity, luminescence viability. inhibition, % at 5 µM. 290,000 tested, 0.78% active; in the data active = inhibition above about 22%;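 note: 0% = plate median of test compound wells and 100% = cytotoxic reference compound wells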
AI-2 QS modul: Vibrio harveyi AI-2 quorum sensing modulation; Vibrio harveyi JMH597 AI-2 luminescence/OD600 ratio, 9 h; active compounds read low; strain lacks LuxN and CqsS sensors; 0 = neutral-control median; activity change, % at 7.5 µM; 300,000 tested, 0.4% active; AID 2094; in the data active = activity change below about -75%, passing the limit was not always enough;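 note: luminescence divided by OD600 gain over 9 h not by final OD600 alone; inactives centre near 13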
HSF-1 act: increases HSF-1 driven luciferase reporter signal; NIH3T3-HGL HSF-1 luciferase reporter, MG132, 8 h; 100% = twice DMSO control signal; activation, % at 9 µM; 300,000 tested, 1.7% active;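 active = mean replicate activation of at least 50% with a set share of replicates each reaching 50%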;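 note: 0% = median of the neutral control wells and 100% = twice that signal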
Starred values were filed as active, the others as inactive; / = no result given.

structure	HSP90 inh	GSK3 alpha inh	HIF act	aSyn 5UTR inh	HSF1 inh	HSF-1 act	GSK3beta inhib	AI-2 QS modul	IEC-6 cytotox	KLF5 inh
Cc1ccc(C)c(-n2c(Cc3cc(=O)[nH]c(=O)[nH]3)nnc2SC(C)C)c1	2	-1	/	-17	-3	-6	4	10	10	-22
Cc1ccc(NC(=O)O/N=C2\CCCCC2c2ccc([N+](=O)[O-])cc2[N+](=O)[O-])cc1 (stereo unspecified)	-8	0	0.0	-10	8	13	1	13	-7	-29
Cc1ccccc1-n1cc(CNCc2c(C(=O)N(C)C)nc3ccc(Cl)cn23)cn1	2	/	-0.1	-1	0	-8	1	20	-1	-14
O=C(c1ccc(OC2CCN(C(=O)c3cccnc3)CC2)cc1)N1CCCCCC1	-2	1	-0.8	-4	-4	-3	4	22	2	-16
CC(=O)Nc1ccc(NC(=O)c2ccc(NS(=O)(=O)c3cc(C(C)(C)C)cc(C)c3C)cc2)cc1	-1	-2	-0.1	13	65	110*	-3	47	6	-19
Oc1c(CN2CCOCC2)ccc2ccccc12	3	/	0.3	-20	-1	-4	0	13	5	-46
COc1ccc(-n2c(Cn3c(=O)sc4ccccc43)nnc2SCC(N)=O)cc1	-1	-5	-0.5	6	-3	-1	0	21	0	-31
CCn1ccnc1CN1CCN(CC=C(C)C)C(CCO)C1 (stereo unspecified)	-1	-1	-0.1	-10	-20	-16	1	31	-2	-15
Cc1ccccc1C(=O)NC(=S)NCCC1=CCCCC1	2	-2	0.0	5	-7	-12	-6	19	1	-30
CC[N+]1(CC)CC2=Cc3ccccc3CC2C1 (stereo unspecified)	-4	-1	0.4	-3	-9	-1	0	3	-2	-48
O=C(CSc1ccccc1)Nc1ccc2c(c1)C(=O)NC2=O	-10	60*	0.9	-12	-10	-7	1	35	-5	-30
Cc1sc2nc(CN3CCC(C)CC3)nc(Cl)c2c1C	1	/	0.0	-7	3	24	5	5	1	13
O=C1NC2(CCCCCC2)C(=O)N1Cc1ccc(Br)cc1	-1	1	-0.7	-5	4	-11	0	16	5	-10
CCOC(=O)N1CCN(C(=O)CSCc2nc(-c3ccccc3F)oc2C)CC1	0	-1	-1.0	10	-3	8	4	11	2	-37
CCOC(=O)N1CCC(=NNC(=O)NC2CCCCC2)CC1	0	0	0.3	-1	-5	5	0	20	9	-26
CCN(CC(=O)Nc1ccc2c(c1)OCCO2)C(=O)c1ccc(C(F)(F)F)cc1	/	-2	2.4	-62	11	20	3	17	/	/
Cc1cc(NC(=O)Cn2nnc(-c3ccccc3NC(=O)c3ccccc3F)n2)no1	1	-2	-0.4	-10	-1	10	-3	3	5	-35
CN1CCN(C(=O)CCc2ccc(S(=O)(=O)NC3CCCCC3)cc2)CC1	-1	1	-0.1	17	1	-15	-1	6	0	-20
COc1ccc(NC(=O)C2CCCN2S(=O)(=O)c2ccc(Cl)cc2)cc1 (stereo unspecified)	0	-4	0.0	9	2	5	2	18	0	-19
CSc1ccccc1OCc1cc(C(=O)N(C)Cc2cnccn2)no1	-4	-1	2.5	-97	11	34	4	43	-4	-97
O=C(Cn1cnc2c(nnn2Cc2ccccc2F)c1=O)NCc1ccco1	7	-1	0.0	13	-3	-11	-2	10	6	-1
Fc1ccccc1NC(=S)N1CCN(Cc2ccc3c(c2)OCO3)CC1	0	-2	0.7	9	7	39	0	9	-5	2
Cc1c(Cl)cccc1NC(=S)NCCC(c1ccccc1)c1ccccc1	-2	1	-2.3	0	3	-5	-1	13	-2	-10
CC(C)=CCN1CCN(Cc2cccc3nonc23)CC1CCO (stereo unspecified)	-4	0	0.8	-11	-8	7	-3	51	-3	-10
CCOC(=O)C1=C(C)NC(=O)NC1c1ccoc1 (stereo unspecified)	-1	-1	-0.3	-20	-3	-8	0	-9	2	1
COc1ccc(Cc2nnc(NC(C)=O)s2)cc1	5	-1	0.2	-2	0	8	4	22	4	-8
COC(=O)c1ccccc1-c1ccc(/C=C2\C(=O)N(c3ccccc3)N=C2c2ccccc2)o1	1	-1	-0.8	1	-27	-43	-2	12	3	-12
C=CCN1C(=O)CN=C1Nc1ccc(F)cc1	-3	-7	-0.1	-3	-10	0	1	41	-4	-22
CCCCNc1ncnc2c1cnn2-c1ccccc1	3	4	4.0	-260	23	16	-8	11	38*	-42
CCOC(=O)C(=O)Nc1nnc(CCc2ccccc2)s1	2	-8	1.4	0	-4	-3	1	40	5	-39
CC(C)CNS(=O)(=O)c1ccc(CCC(=O)Nc2ccc3c(c2)OCO3)cc1	17*	0	-0.2	1	2	-18	-1	4	0	-45
O=C(c1cc2ccccc2o1)N1CCOCC1	/	-4	0.3	0	0	1	0	12	/	/
FC(F)Oc1ccccc1NC(=S)NCc1ccco1	-4	0	0.0	1	11	1	0	6	10	-24
Cn1ncc([N+](=O)[O-])c1C(=O)Nc1ccccc1	3	2	1.4	-1	-5	-1	-9	3	6	-15
CCOc1ccc(NC(=O)CCN2CCN(S(=O)(=O)c3ccc(OC)cc3)CC2)cc1	0	-4	-0.3	31	1	11	1	3	1	-33
Cc1cc(-c2nnc(CCC(=O)N3CCN(Cc4cccnc4)CC3)o2)c(C)o1	3	-4	-0.1	15	-1	-5	-1	7	2	3
COc1cc(CNc2ccc(N3CCN(C(C)=O)CC3)cc2)ccc1OCc1ccc(F)cc1	-3	-1	1.2	-18	/	/	-4	10	-7	-25
O=C(Nc1ccccc1)Nc1cccc(-c2nnco2)c1	0	-1	2.9	-53	6	15	-2	11	2	-42
CN(C(=O)C12CC3CC(CC(C3)C1)C2)C1(C)CCS(=O)(=O)C1 (stereo unspecified)	-2	-3	0.7	9	-2	-4	-5	-3	-2	-15
COc1cc(/C=C2\C(=N)N3N=C(S(C)(=O)=O)SC3=NC2=O)ccc1OCCOc1ccc(C)cc1	0	-5	2.5	-46	10	11	2	9	4	-9
Cc1ccnc2nc(C(=O)NC3CCCc4ccccc43)nn12 (stereo unspecified)	-2	0	/	/	/	/	-1	3	-9	-7
Cc1ccc2c(c1)C1CN(C)CCC1N2C(=S)NC(=O)c1ccc(Cl)cc1Cl (stereo unspecified)	-5	-3	-0.4	8	-4	-5	1	7	1	-10
COC(=O)C1=C(C)NC(=O)/C1=C/c1ccc(CNS(=O)(=O)c2ccc(C)cc2)o1	0	1	0.0	4	-7	-6	-5	24	-5	-12
CCCCOc1ccc(NC(=O)[C@@H]2CCCN2C(=O)C2CCN(S(=O)(=O)c3ccc(C)cc3)CC2)cc1	2	3	-0.4	25	-6	-12	-2	21	1	2
CCC(=O)N1CCc2cc(S(=O)(=O)N(C)c3ccc(Br)cc3)ccc21	1	/	-1.0	9	-1	0	-2	5	-2	-9
COC(=O)/C=C1/SC(=NC(=O)c2ccc(F)cc2)NC1=O	-2	4	-0.6	-21	-3	-1	4	14	-4	-13
O=[N+]([O-])c1cccc(Oc2cnccn2)c1	0	-1	-0.3	10	-8	5	2	0	4	4
COc1ccc(NC(=O)CN2CCN(c3ccccc3F)CC2)cc1	0	-2	-0.2	5	3	1	-4	18	8	-11
CC(C(=O)N1CCN(c2ccccc2)CC1)c1ccc([N+](=O)[O-])cc1 (stereo unspecified)	-3	-2	-1.6	-1	0	2	4	22	4	-10
CCOC(=O)C1=C(CSc2nc(-c3ccccc3)ccc2C#N)OC(N)=C(C#N)C1c1ccccc1 (stereo unspecified)	3	-3	3.6	-103	-16	-22	2	35	1	-54
Cc1ccc(OCC(=O)NCCNC(=O)c2cnccn2)cc1	0	-1	0.1	11	-8	-3	-1	8	1	-20
O=C(Nc1ccccc1)c1ccc(COc2ccccc2)cc1	-1	4	1.4	-109	1	27	1	6	1	-7
CCOC(=O)Cc1cc(=O)n2[nH]c(C)c(-c3ccccc3)c2n1	-2	-5	-1.9	-8	-9	2	-1	35	-13	-15
CCn1c2ccccc2c2cc(NC(=O)c3ccccc3[N+](=O)[O-])ccc21	1	-1	-0.7	-19	4	-2	-5	1	3	-43
COc1ccc(CCNC(=O)COc2ccc(C)nc2[N+](=O)[O-])cc1	1	-2	-0.5	-12	-2	2	0	10	1	-16
O=C(O)c1nn(CCOc2cccc(Cl)c2)c(=O)c2ccccc12	0	2	-0.2	10	16	19	0	32	-7	-16
CCOC(=O)N1CCC(N2Cc3cccc(C(=O)O)c3C2=O)CC1	-6	-1	-0.4	-1	-2	-2	-3	19	0	-2
COc1ccc(NC(=O)C2(N(CC(C)C)C(=O)Cn3nnnc3N)CCCCC2)cc1	3	-1	0.5	1	19	5	-1	1	-4	-23
CCOc1ccc(NC(=O)Cc2ccc(S(=O)(=O)N3CCOCC3)s2)cc1OCC	-1	-1	-0.7	10	19	49	2	23	4	-44
Cc1ccc(NC(=O)Cn2ccc([N+](=O)[O-])n2)cc1Cl	0	-2	0.2	11	-2	4	1	17	5	-12
